MsrA inh: bovine MsrA enzyme inhibitors, primary screen, biochemical, absorbance, HTS; inhibition, % at 15.5 µM; purified bovine MsrA, absorbance read-out; 0.75% of 360,000 active; Methionine sulfoxide reductase A (Bos taurus); in the data active = inhibition above about 4.5%;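 note: 0% = vehicle wells with enzyme and 100% = reference inhibitor wells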
bovine MsrA act: bovine MsrA enzyme activators, primary screen, biochemical, absorbance, HTS; Methionine sulfoxide reductase A (Bos taurus); purified bovine MsrA, absorbance read-out; activation, % at 10.6 µM; 0.3% of 360,000 active; AID 602163, 2012; in the data active = activation above about 7.5%;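 note: 0% = vehicle and 100% = reference activator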
LMPTP block: LMPTP phosphatase inhibitors, primary screen, biochemical, fluorescence intensity, uHTS; Low molecular weight phosphotyrosine protein phosphatase (Homo sapiens), P24666; recombinant LMPTP-A, OMFP fluorogenic substrate; inhibition, % at 20 µM; 0.22% of 360,000 active; AID 651560, 2012;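 active = compounds that cut the enzyme signal by at least half of the control window in the single-dose screen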;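 note: plate controls were DMSO wells with enzyme plus substrate for no effect and substrate without enzyme for full effect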
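Assay system: LMPTP-A, protein tyrosine phosphatase of low molecular weight / Medium: pH 6.0 Bis-Tris buffer with DTT and Triton X-100 / Schedule: 50 min enzyme reaction at room temperature, protected from light / Measured by: endpoint fluorescence intensity from OMFP dephosphorylation / Read-out basis: % inhibition relative to no-enzyme and uninhibited control wells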
Scp1 inh: Scp-1 phosphatase inhibitors, primary screen, biochemical, colorimetric, uHTS. Carboxy-terminal domain RNA polymerase II polypeptide A small phosphatase 1 (Homo …. AID 493091, 2011. 0.88% of 340,000 active. inhibition, % at 20 µM. Recombinant Scp1, phosphopeptide, malachite green phosphate absorbance;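 active = inhibition above about 50% at 20 µM, limit read from the data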;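 note: plate controls were DMSO wells with enzyme for no effect and wells lacking enzyme for full effect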
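Assay system: SCP-1 catalytic fragment, aa 76-261 | Buffer or medium: Tris acetate buffer pH 5.5 with MgCl2 and Tween-20 | Compound: One concentration, 20 µM, with 1.0% DMSO | Also added: Phospho 17-mer peptide substrate | Signal: Absorbance at 630 nm | Incubation: 45 min enzyme reaction at room temperature | Measure: % inhibition of SCP-1 phosphate liberation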
E coli Lon inh: inhibitors of E. coli Lon protease, primary screen, biochemical, fluorescence polarization | P0A9M0 | purified E. coli Lon protease | inhibition, % at 7.94 µM | 0.42% of 360,000 active; in the data active = inhibition above about 13%, passing the limit was not always enough;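 note: 0% = enzyme with probe and DMSO and 100% = no enzyme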
TbMetRS inhib: T. brucei MetRS inhibitors, primary screen, biochemical, luminescence; methionyl-tRNA synthetase (Trypanosoma brucei brucei); purified T. brucei MetRS, ATP depletion, Kinase-Glo luminescence; inhibition, % at 11.9 µM; 0.4% of 360,000 active; AID 624268, 2012;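 active = inhibition above a per-plate cutoff of the control wells' mean inhibition plus 3 SD, cut at about 5.5% in these data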;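 note: 0% = DMSO wells median and 100% = median of wells with control inhibitor compound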
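assay system = parasite MetRS enzyme | timing = 15 min preincubation, 2 h reaction, all 25 °C | evaluation = percent inhibition relative to median high and low control wells | medium = HEPES buffer containing pyrophosphatase, BSA, spermine, DTT | compound = single dose, 11.9 µM final nominal, 0.9% final DMSO | detection = Kinase-Glo luminescence, ATP depletion format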
SUMO1-SIM PPI: modulators of SUMO1 protein-protein interactions, primary screen, biochemical, uHTS; Small ubiquitin-related modifier 1 (Homo sapiens), P63165; SUMO1 binding to a labelled peptide, TR-FRET, 1 h; inhibition, % at 20 µM; 0.33% of 360,000 active; AID 602429, 2012; in the data active = inhibition above about 37%
CendR NRP1 mod: modulators of CendR peptide binding to NRP-1, primary screen, biochemical, fluorescence polarization, uHTS. Neuropilin-1 (Homo sapiens), O14786. FAM-RPARPAR peptide binding to NRP-1. inhibition, % at 25 µM. 0.85% of 360,000 active;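 active = inhibition or corrected inhibition above about 18%, plus a signal ratio from 0.5 to 1.5, limit read from the data, passing the limit was not always enough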; note: strong numbers were not always called active
STEP block: STEP phosphatase inhibitors, primary screen, biochemical, fluorescence intensity, uHTS. Tyrosine-protein phosphatase non-receptor type 5 (Homo sapiens), P54829. recombinant STEP, OMFP fluorogenic substrate. inhibition, % at 20 µM. 0.25% of 360,000 active. AID 588621, 2011;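 active = inhibition at 20 µM, scaled per plate between control wells, above about 37%, limit read from the data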;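 note: 0% = DMSO with enzyme and substrate and 100% = substrate only without enzyme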
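Assay system: isolated STEP enzyme. Buffer or medium: pH 6.0 Bis-Tris with DTT and Tween 20. Also added: fluorogenic phosphatase substrate OMFP at 25 µM final. Dosing: 20 µM, 1% DMSO. Timing: 20 min reaction, room temperature, in the dark. Measured by: fluorescence intensity, excitation 480 nm, emission 540 nm. Evaluation: normalized % inhibition.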
DNMT1 inh: human DNMT1 methyltransferase inhibitors, primary screen, biochemical, molecular beacon, fluorescence, HinP1I cleavage, uHTS; 0.83% of 360,000 active; inhibition (reported as % activation of signal), % at 10 µM; in the data active = inhibition above about 50%
Target sequence (P26358 504-1616 limits assumed): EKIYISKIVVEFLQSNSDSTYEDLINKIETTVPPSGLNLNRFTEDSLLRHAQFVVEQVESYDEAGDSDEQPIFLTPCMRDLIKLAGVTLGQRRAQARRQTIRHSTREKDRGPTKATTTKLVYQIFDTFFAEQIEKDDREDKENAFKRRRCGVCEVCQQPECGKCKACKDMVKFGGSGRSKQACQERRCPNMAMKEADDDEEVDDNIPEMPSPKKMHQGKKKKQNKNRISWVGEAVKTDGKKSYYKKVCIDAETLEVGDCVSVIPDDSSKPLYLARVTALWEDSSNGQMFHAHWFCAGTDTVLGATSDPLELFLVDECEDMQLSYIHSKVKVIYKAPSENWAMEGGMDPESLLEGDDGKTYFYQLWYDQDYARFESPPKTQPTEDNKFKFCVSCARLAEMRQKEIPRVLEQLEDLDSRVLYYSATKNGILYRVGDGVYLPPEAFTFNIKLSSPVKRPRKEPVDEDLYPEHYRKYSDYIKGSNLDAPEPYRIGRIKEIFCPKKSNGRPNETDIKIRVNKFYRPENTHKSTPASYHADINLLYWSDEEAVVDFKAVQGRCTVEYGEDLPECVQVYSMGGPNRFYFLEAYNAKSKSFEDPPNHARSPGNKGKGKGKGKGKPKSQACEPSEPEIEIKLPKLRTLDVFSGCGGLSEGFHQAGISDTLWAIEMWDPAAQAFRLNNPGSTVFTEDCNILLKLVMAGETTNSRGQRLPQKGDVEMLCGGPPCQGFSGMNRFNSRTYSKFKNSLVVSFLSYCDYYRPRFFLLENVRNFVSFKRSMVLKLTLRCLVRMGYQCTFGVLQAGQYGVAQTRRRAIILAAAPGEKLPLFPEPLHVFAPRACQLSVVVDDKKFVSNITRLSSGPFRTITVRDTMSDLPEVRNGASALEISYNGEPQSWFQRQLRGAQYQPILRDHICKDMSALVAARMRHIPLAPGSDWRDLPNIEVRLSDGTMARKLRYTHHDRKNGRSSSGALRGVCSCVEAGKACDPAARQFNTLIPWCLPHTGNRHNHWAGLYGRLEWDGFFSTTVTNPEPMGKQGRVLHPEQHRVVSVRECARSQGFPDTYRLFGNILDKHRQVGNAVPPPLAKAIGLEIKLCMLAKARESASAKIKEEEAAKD
* = called active by the depositor; . = not tested or not shown. Rows were taken by chance. About 4.3% of those tested had a hit in this group.

cpd	structure	MsrA inh	bovine MsrA act	LMPTP block	Scp1 inh	E coli Lon inh	TbMetRS inhib	SUMO1-SIM PPI	CendR NRP1 mod	STEP block	DNMT1 inh
1	CCNC(=O)C1CCCN(C(=O)c2ccc(C(=O)OC)cc2)CC1 (stereo not drawn)	-0.9	-2	-2.2	.	2	-0.2	1	4	-4	1
2	COc1cccc(N2CCN(C(=O)c3ccc(-c4ccccc4)cc3)CC2)c1	0.5	-1	6.9	18	-8	-0.4	3	-1	30	10
3	Cc1ccc(C2CC(c3ccc(Br)cc3)=NN2C(=O)CSC2=NN3CCCC(=O)N=C3S2)cc1 (stereo not drawn)	0.0	0	4.7	-7	-3	0.3	-4	8	1	-9
4	O=C(CSc1nnc(-c2ccccn2)o1)Nc1ccccc1C(F)(F)F	0.4	-3	-0.9	-8	3	-0.5	5	-2	0	0
5	CN(C)c1ccc(NC(=S)c2ccccn2)cc1	0.5	-2	2.0	-7	-9	-1.4	-24	-1	7	1
6	O=C(Nc1ccc(Cl)cc1)c1ccc(OC2CSC2)cc1	-0.3	1	-0.9	-5	-3	-0.1	3	1	1	9
7	CCn1c(SCC(=O)NNC(=O)c2ccccc2)nnc1-c1ccco1	0.3	-3	-0.8	-8	-1	-0.6	5	8	-3	2
8	NC(=O)C1CCN(c2oc(-c3ccccc3F)nc2S(=O)(=O)c2ccc(Cl)cc2)CC1	0.3	-3	0.3	-5	-9	-0.7	-3	-6	2	3
9	CC(=O)c1c(C)nn(CC(O)COc2ccc3c(c2)CCC3)c1C (stereo not drawn)	0.2	-8	-1.1	3	2	-1.0	1	14	-2	7
10	COc1ccc(CN2CCNC(=O)C2CC(=O)NCCc2c[nH]c3ccccc23)c(OC)c1 (stereo not drawn)	-1.3	-3	1.0	-9	5	0.3	2	6	0	-6
11	c1ccc(-c2cc3n(c2)CCc2ccccc2-3)cc1	-0.8	-1	1.4	-9	-12	0.7	-2	-25	0	-4
12	COc1ccc(C2CC(c3ccc4ccccc4c3)=NN2C(=O)CN2C(=O)CCC2=O)cc1 (stereo not drawn)	1.9	-7	1.8	-8	6	0.5	3	2	-3	-9

Looked up above:
bovine MsrA act, `CC(=O)c1c(C)nn(CC(O)COc2ccc3c(c2)CCC3)c1C` (stereo not drawn) stands at -8
LMPTP block, `CCn1c(SCC(=O)NNC(=O)c2ccccc2)nnc1-c1ccco1` stands at -0.8

(continued)
cpd	structure	MsrA inh	bovine MsrA act	LMPTP block	Scp1 inh	E coli Lon inh	TbMetRS inhib	SUMO1-SIM PPI	CendR NRP1 mod	STEP block	DNMT1 inh
13	O=C(Cc1ccccc1)NC(Nc1ccccc1)C(Cl)(Cl)Cl (stereo not drawn)	0.4	-4	-1.4	-8	-7	-1.1	1	18	3	-4
14	Oc1ccc(CCc2ccccn2)cc1	-0.1	-5	-0.8	.	6	-0.5	3	-10	-4	0
15	CC1=C(C(=O)Nc2ccccc2)C2(CCCCC2)C(C(N)=O)C(=S)N1 (stereo not drawn)	2.3	-5	0.0	-4	-6	-0.1	-3	7	0	5
16	NC(=O)CCCc1nc(-c2ccccc2)no1	-0.9	2	-2.1	-3	-2	-0.4	-3	-10	-2	1
17	COc1cc(C(=O)OCC(=O)N2CCC(C)CC2)cc2c1OCCO2	0.4	-2	-1.3	-3	2	-0.6	0	-3	4	-1
18	Cc1ccccc1OCCn1nc(C(=O)O)c2ccccc2c1=O	0.7	-1	-2.5	-9	-2	-0.4	-8	-3	2	-2
19	COc1ccc(-n2nnc3c(=O)n(CC(=O)NCC4CCCO4)cnc32)cc1 (stereo not drawn)	1.3	-2	-2.2	-2	-3	0.2	-3	7	0	26
20	Cc1ccc(S(=O)(=O)N(CC(=O)N/N=C\c2cccs2)c2cccc3cccnc23)cc1	0.0	-3	2.6	1	-1	-0.2	4	-5	4	21
21	CCCCC1CCC(C(=O)N(C)CC(=O)Nc2cccc(F)c2)CC1 (stereo not drawn)	-0.9	-10	3.5	0	-20	-0.9	6	1	-2	-1
22	COCCCNc1ccn2nc(-c3cc(OC)c(OC)c(OC)c3)cc2n1	0.9	-2	1.6	.	-10	0.3	9	-6	-3	-4
23	COc1ccc(N(S(=O)(=O)c2ccccc2)S(=O)(=O)c2ccccc2)c(N)c1	-0.2	-3	0.5	-11	-6	0.1	0	7	-2	-2
24	Cc1ccc(S(=O)(=O)c2c(C)cc(C)nc2Cl)cc1	-1.5	-2	-0.8	-7	6	-0.3	3	-8	5	0
25	c1ccc(-c2nnc(OCc3cccnc3)c3ccccc23)cc1	1.8	-3	0.7	-5	8	0.1	-3	-7	-1	0
26	O=c1[nH]c(C2CCCN(S(=O)(=O)c3ccccc3)C2)nc2c1nnn2Cc1ccccc1F (stereo not drawn)	0.0	3	1.3	4	-1	0.6	3	10	1	0
27	Cc1ccc(NC(=O)c2ccco2)c(NC(=O)c2ccccc2C)c1	-0.2	-2	-1.3	-5	-1	-0.5	5	7	1	-2
28	Cc1occc1-c1nnc(SCC(=O)c2ccc(F)cc2)o1	0.4	-3	-0.6	-8	-1	-0.2	4	-14	-5	-1
29	O=c1[nH]c2ccccc2nc1-c1nnnn1Cc1ccccc1	1.4	-3	-0.3	.	0	-0.7	-28	7	.	.
30	O=C(NC1CCCCC1)NC1CCN(S(=O)(=O)c2ccc3c(c2)OCCO3)CC1	0.4	-8	0.2	3	-3	-1.0	0	-4	-5	13
31	O=C(NC(=S)Nc1nc(-c2cccc([N+](=O)[O-])c2)cs1)c1ccccc1Cl	2.5	-2	1.0	-3	2	-0.8	0	-5	0	14
32	Cc1ccc(NC(=O)CN(C)C2CCCCC2)cc1Br	1.8	-2	0.6	-2	-2	-0.7	-2	4	0	-3
33	Cc1c(O)ccc2c(O)c(NC(=O)c3ccc4c(c3)CCC(C)(C)O4)c(=O)oc12	0.1	-10	0.2	-2	6	-1.2	1	2	-1	0
34	O=C(C(c1ccccc1)c1ccccc1)N1CCN(Cc2ccco2)CC1	-0.4	-11	0.1	4	0	-1.1	-1	-9	2	7
35	CCc1ccc2[nH]c(=O)c(C(c3nnnn3CCOC)N3CCN(c4ccccc4)CC3)cc2c1 (stereo not drawn)	0.2	-10	0.4	10	-7	-1.6	-9	4	4	-10
36	CCCNC(=O)c1n[nH]c2c1CC(C(C)(C)CC)CC2 (stereo not drawn)	-0.1	0	-0.4	-2	2	-0.1	2	0	3	-2

7 records picked at random from those above:
cpd	structure	MsrA inh	bovine MsrA act	LMPTP block	Scp1 inh	E coli Lon inh	TbMetRS inhib	SUMO1-SIM PPI	CendR NRP1 mod	STEP block	DNMT1 inh
32	Cc1ccc(NC(=O)CN(C)C2CCCCC2)cc1Br	1.8	-2	0.6	-2	-2	-0.7	-2	4	0	-3
28	Cc1occc1-c1nnc(SCC(=O)c2ccc(F)cc2)o1	0.4	-3	-0.6	-8	-1	-0.2	4	-14	-5	-1
25	c1ccc(-c2nnc(OCc3cccnc3)c3ccccc23)cc1	1.8	-3	0.7	-5	8	0.1	-3	-7	-1	0
34	O=C(C(c1ccccc1)c1ccccc1)N1CCN(Cc2ccco2)CC1	-0.4	-11	0.1	4	0	-1.1	-1	-9	2	7
36	CCCNC(=O)c1n[nH]c2c1CC(C(C)(C)CC)CC2 (stereo not drawn)	-0.1	0	-0.4	-2	2	-0.1	2	0	3	-2
30	O=C(NC1CCCCC1)NC1CCN(S(=O)(=O)c2ccc3c(c2)OCCO3)CC1	0.4	-8	0.2	3	-3	-1.0	0	-4	-5	13
29	O=c1[nH]c2ccccc2nc1-c1nnnn1Cc1ccccc1	1.4	-3	-0.3	.	0	-0.7	-28	7	.	.

(continued)
cpd	structure	MsrA inh	bovine MsrA act	LMPTP block	Scp1 inh	E coli Lon inh	TbMetRS inhib	SUMO1-SIM PPI	CendR NRP1 mod	STEP block	DNMT1 inh
37	Cc1c(C(=O)OCC(C)C)[nH]c2c1C(=O)CC(c1cccs1)C2 (stereo not drawn)	0.9	-2	1.8	-6	5	0.1	2	-1	0	4
38	CCOC(=O)CC1=C(C(=O)OCC)C(c2cccs2)C(C#N)=C(N)O1 (stereo not drawn)	1.4	-3	-1.6	-9	-9	-0.4	-11	-3	-2	1
39	O=S(=O)(c1cccc(S(=O)(=O)N2CCN(c3ncccn3)CC2)c1)N1CCOCC1	2.3	-6	0.0	-2	-12	-0.7	-4	-5	-1	-2
40	COc1ccc2[nH]c(=O)c(CN(C3CCCCC3)C(c3nnnn3Cc3ccco3)C(C)C)cc2c1 (stereo not drawn)	.	-11	1.6	11	-42	0.2	22	-188	-4	39
41	O=S1(=O)N=C(N/N=C/c2ccccn2)c2ccccc21	3.6	-6	-1.9	-7	-17	-0.8	-1	-8	2	1
42	Cc1c(CN2CCCC(CO)(Cc3cccc(Cl)c3)C2)cnn1C (stereo not drawn)	0.5	-2	0.9	-10	5	-0.1	2	1	-3	6
43	Cc1ccc(/C=C2\CC(C)CC3=C2NC(=S)NC3c2ccc(C)cc2)cc1 (stereo not drawn)	-1.3	-3	-1.1	4	-2	-0.8	-13	-23	-1	4
44	COc1ccc(OCC(=O)N/N=C/c2ccc(O[C@@H]3O[C@H](CO)[C@@H](O)[C@H](O)[C@H]3O)cc2)cc1	-0.1	4	-0.2	-6	4	-1.1	-7	0	-10	-3
45	Cc1noc(C)c1COc1ccc(C(=O)OCC(=O)N2CC(=O)Nc3ccccc32)cc1	-0.1	-14	0.4	0	5	-0.8	1	7	-5	3
46	COC(=O)c1ccc(NC(=S)NCCC2=CCCCC2)cc1	0.5	-7	0.7	-7	1	-0.9	2	-3	-3	-6
47	CCCn1c(COc2ccc(C(=O)O)cc2)nc2ccccc21	-0.1	-2	-0.3	4	-3	-0.3	8	-6	-1	0
48	Cn1c(=O)cc(OCC(=O)NCc2ccccn2)c2ccccc21	0.3	-1	-0.1	-9	-1	-0.7	0	-7	3	-1
